# Compound activity deposited in PubChem by National Center for Advancing Translational Sciences (NCATS).
# DT40 TDP1 CPT = DT40-hTDP1 cell growth loss with CPT. chicken DT40 Tdp1-/-;hTDP1 cells + 20 nM CPT, ATP luminescence, 48 h. Potency, µM (series often up to 46.2 µM), for inactives: at the highest dose activity change, negative = growth inhibition, most hits filed as inhibitors. actives 12% (n = 420,000); further: nearly all actives have a fitted effect of over 55% in size
#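 Chicken DT40 Tdp1-/- cells complemented with human TDP1, 400 cells/well, exposed to compounds plus 20 nM camptothecin for at least 48 h at 37 C; viability read as ATP content by CellTiter-Glo luminescence.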
# TDP1 cell noCPT = qHTS for Inhibitors of human tyrosyl-DNA phosphodiesterase 1 (TDP1): qHTS in cells in absence of CPT. DT40 Tdp1-/- hTDP1 cells, no CPT, ATP luminescence, 48 h. Potency, µM (series often up to 46.2 µM), for inactives: top-dose activity change, negative = growth inhibition, usual class: inhibitors. actives 15% (n = 420,000). AID 686978, 2013; further: nearly all actives have a fitted effect of over 55% in size
#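 Readout: luminescence from CellTiter-Glo after 30 min in the dark at RT. Cells: DT40 Tdp1-/- with stable hTDP1, 400/well. Exposure: compounds alone, ≥48 hr, 37 °C.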
# GCN5L2 inh = blocks human GCN5L2 histone acetyltransferase | actives 0.21% (n = 390,000) | Potency, µM (doses to about 58.9 µM), inactives show at the top dose activity change, negative = inhibition, hits mostly inhibitors | GCN5L2 HAT assay, ThioGlo1 CoA-SH fluorescence
# Target sequence (Q92830 whole entry, looked up): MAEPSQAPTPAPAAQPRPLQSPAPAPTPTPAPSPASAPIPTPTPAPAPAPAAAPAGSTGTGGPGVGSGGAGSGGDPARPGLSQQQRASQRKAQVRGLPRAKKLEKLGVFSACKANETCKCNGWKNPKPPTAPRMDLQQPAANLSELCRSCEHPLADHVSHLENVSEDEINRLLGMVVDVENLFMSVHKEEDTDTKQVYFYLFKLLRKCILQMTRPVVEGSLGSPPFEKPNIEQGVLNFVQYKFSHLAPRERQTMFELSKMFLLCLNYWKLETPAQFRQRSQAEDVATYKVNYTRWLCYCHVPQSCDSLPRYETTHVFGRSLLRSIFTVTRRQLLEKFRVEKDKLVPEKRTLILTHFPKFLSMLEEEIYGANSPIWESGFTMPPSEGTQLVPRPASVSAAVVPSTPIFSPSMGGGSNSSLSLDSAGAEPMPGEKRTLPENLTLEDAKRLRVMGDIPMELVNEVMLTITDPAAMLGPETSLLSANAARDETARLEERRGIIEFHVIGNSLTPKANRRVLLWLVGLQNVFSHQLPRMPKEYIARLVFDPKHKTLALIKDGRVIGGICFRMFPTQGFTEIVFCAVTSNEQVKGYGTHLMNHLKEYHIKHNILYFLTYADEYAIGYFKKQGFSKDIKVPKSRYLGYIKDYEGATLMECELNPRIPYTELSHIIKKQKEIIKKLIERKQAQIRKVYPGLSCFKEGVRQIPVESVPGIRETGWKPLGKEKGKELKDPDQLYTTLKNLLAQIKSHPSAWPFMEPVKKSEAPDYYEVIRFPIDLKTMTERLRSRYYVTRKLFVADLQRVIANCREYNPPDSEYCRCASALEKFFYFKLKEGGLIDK
#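 Free CoA generated was detected with ThioGlo1 (50uM) fluorescence at Ex340nm/Em540nm, read immediately and after 20 min at room temperature. Enzyme, 20 nM in HEPES pH 7.5 buffer, saw compounds 15 min before adding 75uM H3(1-25) peptide and 70uM acetyl-CoA.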
# * marks the source's active call; other numbers are inactive results; ? = inconclusive; · = not tested or not shown; & = joins results of further samples; [ ] = dose if it differs, or a comment. The call rests on the fitted dose curve; in most records, active means well fitted curve in the direction sought with a large enough effect; inconclusive means small, poorly fitted or top-dose-only effect, or another doubt; inactive means no such curve, though single readings can be large; an effect the other way counts as inactive or inconclusive. On the % scale 0 is the no-effect control and ±100 the full control effect; potency means the concentration at half of the fitted maximal effect. Not all compounds are listed; the hit share may differ from the screen's.
SMILES,DT40 TDP1 CPT,TDP1 cell noCPT,GCN5L2 inh
COc1cc(NC(=S)N2CCN(Cc3ccccc3)CC2)cc(OC)c1,?,?,-4%
CCN(CC)c1ccc(/C=N/NC(=O)c2cc3ccccc3[nH]2)cc1,?,?,-11%
CN[C@H](C)C(=O)NC[C@H]1O[C@@H](n2ccc(N)nc2=O)[C@H](O)[C@@H]1O,-11%,-4%,·
CC1(C)C2(Cl)C(Cl)C(Cl)C(Cl)(C(Cl)Cl)C1(Cl)C2Cl (centres undefined),-14%,-8%,1%
CCCNC(=O)c1cccc(COCC(F)(F)F)c1,-2%,5%,·
Cc1cc(-n2nc(C)cc2C)nc(N)n1,-5%,-12%,1%
COc1ccc(C(C)(C)C)cc1NC(=O)c1cncc(Br)c1,?,18µM*,-7%
O=C(c1ccc(N2CCCC2)c([N+](=O)[O-])c1)N1CCN(CCO)CC1,0%,26%,3%
COc1ccc(C(=O)Nc2cccc(/C=C(\CCC(=O)O)c3nc4ccccc4s3)c2)cc1,?,?,-14%
Cc1cc(OCC(=O)OCC(=O)Nc2cc(C(F)(F)F)ccc2N2CCOCC2)ccc1Cl,-4%,-18%,-21%
COc1ccc(F)cc1C(=O)COC(=O)c1n[nH]c(=O)c2ccccc12,-1%,15%,-4%
CCCCn1c(N)c(N(CCOC)C(=O)c2cc(-c3ccccc3)nc3ccccc23)c(=O)[nH]c1=O,-4%,-24%,0%
O=C(CN1CCC(O)(c2ccc3c(c2)OCO3)CC1)OC1CCCCC1,-28%,-24%,0%
O=S(=O)(O)CCS,-17%&-63%&-5%,?,-1%&10%
C=C1C(=O)[C@]23C[C@H]1CCC2[C@]1(C)C(=O)CC[C@@](C)(C(=O)O)C1C[C@@H]3O (some centres undefined),2.9µM*,3.7µM*,·
Cc1ccc(F)cc1NC(=O)c1ccc(OCC2CCCO2)cc1 (centres undefined),-17%,3%,-1%
Cc1ccc2c(c1)CN(CCNC(=O)c1c(-c3ccccc3)noc1C)CC(C)O2 (centres undefined),5%[9.04 µM],-11%,·
CCOC(=O)c1c(NC(=O)CSc2nnc(C)c(=O)[nH]2)sc2c1CCC2,-8%,-23%,4%
CC1=NCCN1S(=O)(=O)c1c(C(C)C)cc(C(C)C)cc1C(C)C,-19%,?,3%
CCC(Oc1ccccc1)C(=O)Nc1nnc(C(F)(F)F)s1 (centres undefined),?,?,-3%
Cc1cc(C(=O)N2CCC2(C)C(=O)Nc2cccc3ccccc23)nn1C (centres undefined),?,?,·
CCOC(=O)c1cccc(Nc2nc(-c3cccnc3)nc3ccccc23)c1,23µM*,10µM*,4%
CCC(OC(=O)c1ccco1)C(=O)NCc1ccc(C)cc1 (centres undefined),-9%,-10%,-2%
Cc1ccc(S(=O)(=O)Nc2ccc(Cl)cc2C(=O)c2ccc(F)cc2)cc1,-9%,-22%,6%
Cc1ccc(C(=O)Nc2cc(-c3nc4cc(Cl)ccc4o3)ccc2C)c(C)c1,0%,-9%,-7%
CC(c1ccccc1)C(OC(=O)c1cccc([N+](=O)[O-])c1C(=O)O)c1ccccc1 (centres undefined),6%,-4%,·
COc1cccc(CN2C(=NC(=O)C3CCCO3)SC3CS(=O)(=O)CC32)c1 (centres undefined),9%,5%,·
COc1ccc(OC)c(CNC(=O)CSc2c3c(nc4cc(Cl)ccc24)CCCC3)c1,16µM*,23µM*,-4%
Cn1c(=O)[nH]c(=O)c2c1nc(N1CCNCC1)n2Cc1ccccc1Cl,-4%,-23%,-8%
COc1ccc(-c2cn3c(n2)sc2cc(C(=O)Nc4c(C)cccc4C)ccc23)cc1,13µM*,9.2µM*,-8%
O=C(COC(=O)C1=COCCO1)Nc1ccc(OC(F)F)cc1,10%,-28%,-1%
COCC(=O)Oc1c(S(=O)(=O)c2ccc(C)cc2)c(C)nn1-c1ccccc1,-24%,-18%,43%[activator]
Cc1cc(C)c(C)c(S(=O)(=O)N2CCN(C(=O)CCC(=O)N3CCOCC3)CC2)c1C,-8%,-27%,16%
Cc1ccsc1/C=C(/C#N)C(=O)NCc1ccccc1,3%,-7%,-2%
COC(=O)CNC(=O)c1cccc(F)c1,-2%,-12%,6%
Cc1cccc(CCNC(=O)Cc2ccc(NC3=NC4CS(=O)(=O)CC4S3)cc2)c1 (centres undefined),8%,14%,?
CC1Cc2nc(SCC(=O)Nc3ccccc3F)n(C)c(=O)c2S1 (centres undefined),?,?,-3%
CN(C)S(=O)(=O)c1ccc(Cl)c(NC(=O)COC(=O)CC(NC(N)=O)c2ccc(Cl)cc2)c1 (centres undefined),-20%,7%,-18%
O=C(Nc1cccc(Cl)c1)c1nc[nH]c1C(=O)N1CCN(c2ccccc2)CC1,-26%,0%,-16%
CCOc1ccc(C2c3[nH]c4ccccc4c3CCN2C(=O)CCc2ccccc2)cc1 (centres undefined),?,?,-15%
CCc1nn(CC(=O)NCCCN2CCc3ccccc3C2)c(=O)c2cc3sccc3n12,23µM*,?,-8%
NC(=S)c1cc2cc(Cl)ccc2oc1=O,7%,-10%,-16%
CCC1CCCCN1CCCNC(=O)Cn1c2ccccc2c2nc(=O)cc(C)n21 (centres undefined),5%,-22%,-17%
Cc1nn(-c2ccccc2)c(C)c1C(=O)OC(C)C(=O)NC1CCCCC1 (centres undefined),16µM*,10µM*,-14%
COCCNC(=O)C(c1ccc(Cl)cc1)N(CCOC)C(=O)CCC(=O)Nc1ccccn1 (centres undefined),-23%,-4%,1%
C[C@H]1CN([C@@H](C)CO)C(=O)Cc2cc(NS(=O)(=O)c3cccs3)ccc2O[C@H]1CN(C)S(=O)(=O)c1cn(C)cn1,-7%,-1%,-3%
Cc1cccc(NCc2nnc(-c3ccccc3)o2)c1C,?,?,-4%
CCOC(=O)c1sc(NC(=O)c2ccc3ncsc3c2)nc1C,-1%,-17%,-2%
CC(C)Cn1cnc2c(SCc3ccccc3Cl)nc(N)nc21,?,?,·
CCOC(=O)c1c(C2CC2)csc1NC(=O)COC(=O)c1ccc[n+]([O-])c1,-30%,?,2%
O=C(NC1CCCCC1)c1ccccc1C(F)(F)F,-1%,-18%,-3%
Cn1cccc1C(=O)NC(=O)COC(=O)CNC(=O)CNC(=O)c1ccc(Cl)cc1Cl,-18%,1%,0%
CC1=C(c2ccc(C)c(C)c2)S(=O)(=O)N=C1N1CCC(C(=O)NCc2ccc(Cl)cc2)CC1,?,?,-2%
COc1cc(/C=C2\SC(=O)N(c3ccc(O)cc3)C2=O)cc(OC)c1OC,?,?,-6%
CC(CC(=O)NCc1ccc(Cl)cc1Cl)CC1=NS(=O)(=O)c2ccccc2N1 (centres undefined),?,?,-2%
CC(=O)c1ccc(NC(=O)C(C)OC(=O)C2CCN(c3ccc(C(F)(F)F)cn3)CC2)cc1 (centres undefined),-26%,?,-30%
CCC1CCCCN1CCCNC(=O)c1cn(C)c2ccc(S(=O)(=O)N(C)C3CCCCC3)cc2c1=O (centres undefined),?,?,3%&0%
CCN1CCN(c2nnc(-c3ccccc3)c3ccccc23)CC1,-2%,12%,-5%
NCCCCC(N)c1cn([C@@H](CCC(=O)O)C(=O)N2CCNCC2)nn1 (some centres undefined),-9%,-10%,0%
CN(CCCOc1ccccc1F)Cc1ccccc1,-25%,-3%,-15%

# Arranged by count of non-hydrogen atoms (smallest number first): 17 of the compounds above.
SMILES,DT40 TDP1 CPT,TDP1 cell noCPT,GCN5L2 inh
O=S(=O)(O)CCS,-17%&-63%&-5%,?,-1%&10%
COC(=O)CNC(=O)c1cccc(F)c1,-2%,-12%,6%
CC1(C)C2(Cl)C(Cl)C(Cl)C(Cl)(C(Cl)Cl)C1(Cl)C2Cl (centres undefined),-14%,-8%,1%
O=C(NC1CCCCC1)c1ccccc1C(F)(F)F,-1%,-18%,-3%
CN(CCCOc1ccccc1F)Cc1ccccc1,-25%,-3%,-15%
COc1ccc(C(C)(C)C)cc1NC(=O)c1cncc(Br)c1,?,18µM*,-7%
CCOC(=O)c1sc(NC(=O)c2ccc3ncsc3c2)nc1C,-1%,-17%,-2%
Cc1ccc(F)cc1NC(=O)c1ccc(OCC2CCCO2)cc1 (centres undefined),-17%,3%,-1%
NCCCCC(N)c1cn([C@@H](CCC(=O)O)C(=O)N2CCNCC2)nn1 (some centres undefined),-9%,-10%,0%
Cc1cc(C(=O)N2CCC2(C)C(=O)Nc2cccc3ccccc23)nn1C (centres undefined),?,?,·
CCOC(=O)c1cccc(Nc2nc(-c3cccnc3)nc3ccccc23)c1,23µM*,10µM*,4%
O=C(Nc1cccc(Cl)c1)c1nc[nH]c1C(=O)N1CCN(c2ccccc2)CC1,-26%,0%,-16%
Cc1cccc(CCNC(=O)Cc2ccc(NC3=NC4CS(=O)(=O)CC4S3)cc2)c1 (centres undefined),8%,14%,?
Cc1cc(C)c(C)c(S(=O)(=O)N2CCN(C(=O)CCC(=O)N3CCOCC3)CC2)c1C,-8%,-27%,16%
CCOc1ccc(C2c3[nH]c4ccccc4c3CCN2C(=O)CCc2ccccc2)cc1 (centres undefined),?,?,-15%
CC1=C(c2ccc(C)c(C)c2)S(=O)(=O)N=C1N1CCC(C(=O)NCc2ccc(Cl)cc2)CC1,?,?,-2%
CCC1CCCCN1CCCNC(=O)c1cn(C)c2ccc(S(=O)(=O)N(C)C3CCCCC3)cc2c1=O (centres undefined),?,?,3%&0%

# The list continues.
SMILES,DT40 TDP1 CPT,TDP1 cell noCPT,GCN5L2 inh
COc1ccccc1CC(=O)NNC(=O)c1ccc(C(C)(C)C)cc1,-15%,-14%,-19%
CCOc1ccc(C(=O)COC(=O)Cc2n[nH]c(=O)c3ccccc23)cc1,0.92µM*,0.73µM*,-4%
COc1ccccc1CNC(=O)Cn1c(=O)oc2cc(S(=O)(=O)N3CCCC3)ccc21,13µM*,29µM*,-7%&-11%
CC1(c2ccccc2)NC(=O)N(CC(=O)N2CCN(S(=O)(=O)c3cccc(C(F)(F)F)c3)CC2)C1=O (centres undefined),-24%,-5%,·
O=C(CSc1ccccc1)N1CCCC(N2CCN(c3ccc(F)cc3)CC2)C1 (centres undefined),?,?,-2%
CS(=O)(=O)Nc1ccccc1C(=O)OCC(=O)N1CCC(c2ccccc2)=N1,?,-1%,-18%
Cc1ccc(C(=O)N(CCC2=CCCCC2)c2c(N)n(Cc3ccccc3)c(=O)[nH]c2=O)o1,-6%,?,-3%
O=C(NCCc1ccc2c(c1)OCCO2)c1ccccn1,?,?,1%
O=C(NCC1CCCO1)C1CC(c2ccc(Cl)c(Cl)c2)=NO1 (centres undefined),18µM*,?,-8%
CN1C(=O)/C(=C\c2ccco2)N=C1c1ccc(Cl)cc1Cl,?,-21%,-12%
COc1ccc(Cl)cc1NC(=S)N1CCN(c2ccccn2)CC1,?,?,-1%
COc1ccc(NC(=O)C2Cc3c(-c4ccc(NC(C)=O)cc4)ccnc3O2)cc1OC (centres undefined),?,?,·
CC1(N2CCCCC2)C(=O)c2ccccc2C1=O,5%,-1%,4%
O=C(N/N=C/c1cccc2nccnc12)c1ccncc1,?,?,-6%
CC(C)n1c(CN2CCN(C(=O)c3ccco3)CC2)nc2c1c(=O)n(C)c(=O)n2C,?,?,-23%
CC(C)CCN1CC(C(=O)NCc2ccccc2)CC1=O (centres undefined),0%,-12%,2%
COC(=O)c1ccc2nc(-c3ccc(OC)c(OC)c3)c(Cc3ccccc3)n2c1,23µM*,21µM*,·
CCCCn1c(N)c(N(Cc2ccccc2OC)C(=O)CSCC(=O)Nc2cccc(C)c2)c(=O)[nH]c1=O,?,-22%,-2%
COc1ccc2[nH]cc(CCNc3ncnc4ccc(-c5cccc(C#N)c5)cc34)c2c1,21µM*,?,-7%
CCCCCNC(=O)C(c1cccc2ccccc12)n1c(=O)c(-c2ccccc2)nc2ccccc21 (centres undefined),13µM*,15µM*,·
CCN(CC)CCN(Cc1cc2cc3c(cc2[nH]c1=O)OCO3)C(=S)NCC(C)C,-25%,-21%,1%
CCN1CCN(c2ccc(S(=O)(=O)N3CCOCC3)cc2NC(=O)/C=C/c2ccc(OC)cc2OC)CC1,26µM*,?,-10%
Nc1c(C(=O)Nc2cccc(C(=O)O)c2)sc2nc3c(cc12)CCCC3,1%,2%,-7%
O=C(NC1CCCCC1)C1CCCN(S(=O)(=O)c2cnc[nH]2)C1 (centres undefined),8%,-13%,0%
Cc1cccc(NC(=O)CN2C(=O)N/C(=C/c3cc(C)n(C(C)C)c3C)C2=O)c1,?,?,-6%
Cc1c(C(=O)NCc2ccccc2Cl)sc2ncnc(NCC3CCCO3)c12 (centres undefined),-4%[9.04 µM],-7%,·
